High-throughput results as filed in PubChem BioAssay.
CHO parental Ca – counter-screen: ATP calcium response change in parental CHO cells; parental CHO-K1, ATP-induced calcium, Fluo-8 fluorescence; inhibition, % at 5.6 µM; 0.63% of 330,000 active;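 active means inhibition above that plate's mean sample inhibition plus 3 SD, cut at about 26% in these data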;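 further: 0% = ATP-challenged DMSO wells and 100% = DMSO wells without ATP; some compounds past the cut are filed as inactive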
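Material – parental CHO cells · Reagent – ATP stimulus · Compound – single nominal dose of 5.6 µM per compound · Detection – Fluo-8 fluorescence · Read-out basis – percent inhibition of calcium signal · Controls – ATP-challenged DMSO wells low, unchallenged DMSO wells high · Repeats – no replicates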
M4 ag – agonists of human muscarinic M4 receptor (CHRM4). P08173. CHO-K1 hM4/Gqi5, Fluo-8 calcium fluorescence; vehicle 0%, full acetylcholine response 100%. activation, % at 3 µM. 0.14% of 360,000 active. AID 624127;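 active means activation above the run mean over all test wells plus 3 SD, cut at about 32% in these data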;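 further: peak over basal fluorescence ratio per well then scaled between controls; 0% = DMSO wells and 100% = acetylcholine at EC100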
Target sequence (P08173 whole entry, looked up): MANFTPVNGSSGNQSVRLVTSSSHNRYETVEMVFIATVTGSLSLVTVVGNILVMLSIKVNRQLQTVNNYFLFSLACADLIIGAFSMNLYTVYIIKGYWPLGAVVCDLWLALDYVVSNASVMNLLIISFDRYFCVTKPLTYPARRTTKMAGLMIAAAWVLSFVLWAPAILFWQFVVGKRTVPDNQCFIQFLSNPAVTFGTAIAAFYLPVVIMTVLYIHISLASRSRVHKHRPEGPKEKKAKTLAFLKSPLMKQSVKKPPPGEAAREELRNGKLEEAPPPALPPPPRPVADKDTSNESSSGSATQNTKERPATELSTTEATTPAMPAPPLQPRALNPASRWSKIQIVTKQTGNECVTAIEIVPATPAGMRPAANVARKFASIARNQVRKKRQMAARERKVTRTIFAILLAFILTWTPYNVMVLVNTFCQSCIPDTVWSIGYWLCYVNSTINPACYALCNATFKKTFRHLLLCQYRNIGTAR
CHO-K1 Ca antag – counter-screen for M1 antagonists: effect in parental CHO-K1 cells; 0.6% of 360,000 active; ATP-induced calcium, Fluo-8 fluorescence; AID 602250; inhibition, % at 3 µM;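 active means inhibition above a per-plate cutoff, the plate's mean sample inhibition plus 3 SD, cut at about 24% in these data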;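 further: 0% = DMSO plus EC80 ATP and 100% = DMSO alone without ATP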
CHRM4 antagonist – antagonists of human muscarinic M4 receptor (CHRM4); P08173; CHO-hM4 cells, ACh EC80, Fluo-8 calcium fluorescence; inhibition, % at 3 µM; 0.73% of 360,000 active;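 active means inhibition above its plate's cutoff, the mean inhibition of sample wells plus 3 SD, cut at about 27% in these data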;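 further: 0% = acetylcholine EC80 with DMSO and 100% = DMSO without agonist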
M1 ag – agonists of human M1 muscarinic receptor. CHO-K1 hM1, Fluo-8 calcium fluorescence, agonist mode; 0% DMSO, 100% acetylcholine EC100. activation, % at 3 µM. 0.33% of 360,000 active. AID 588814. P11229;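 active means activation above the run's mean compound activation plus 3 SD, cut at about 16% in these data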;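 further: peak over basal fluorescence ratio within a 140 s kinetic read after compound addition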
Target sequence (P11229 whole entry, looked up): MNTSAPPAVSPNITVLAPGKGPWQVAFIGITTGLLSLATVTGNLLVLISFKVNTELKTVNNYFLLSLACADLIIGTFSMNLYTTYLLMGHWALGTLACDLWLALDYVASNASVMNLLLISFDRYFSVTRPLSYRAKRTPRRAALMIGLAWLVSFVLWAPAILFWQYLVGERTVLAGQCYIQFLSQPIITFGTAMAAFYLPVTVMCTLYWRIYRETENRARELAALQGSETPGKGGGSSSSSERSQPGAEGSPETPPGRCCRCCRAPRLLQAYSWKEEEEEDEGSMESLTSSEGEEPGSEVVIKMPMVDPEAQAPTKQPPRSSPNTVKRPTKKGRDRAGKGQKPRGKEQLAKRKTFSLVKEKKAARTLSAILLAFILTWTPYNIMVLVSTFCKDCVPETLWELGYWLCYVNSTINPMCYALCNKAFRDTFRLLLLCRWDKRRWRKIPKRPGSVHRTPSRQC
OXTR potentiator – potentiates the human oxytocin receptor response. 0.061% of 320,000 active. CHO-OTR cells, Fluo-8 calcium fluorescence, potentiator mode; 0% = oxytocin EC15, 100% = EC100. activation, % at 3 µM. P30559;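 active means activation above that plate's cutoff, the mean activation of tested compounds plus 3 SD, cut at about 6.6% in these data, passing the limit was not always enough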;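 further: 100% uses oxytocin at 75 nM as the full agonist control; some results filed as inactive read as strong as hits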
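Assay system: CHO-OTR cells, human receptor / Also added: oxytocin at about EC15, sub-maximal agonist stimulus / Dosing: single dose, 3.0 µM nominal final compound concentration / Incubation: 6 min pre-incubation, 100 s read / Technique: Fluo-8 calcium dye fluorescence / Read-out: % activation vs EC15 and EC100 oxytocin / Benchmarks: EC15 oxytocin low, 75 nM oxytocin high / Replicates: singlicate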
CHRM1 PAM – positive allosteric modulators of human M1 muscarinic receptor; P11229; CHO-K1 hM1, Fluo-8 calcium fluorescence, ACh EC20; 0% = ACh EC20, 100% = maximal ACh; activation, % at 3 µM; 0.088% of 360,000 active; in the data active means activation above about 19%, passing the limit was not always enough
M1 antag – human CHRM1 antagonism; P11229; CHO-K1 hM1, Fluo-8 calcium fluorescence, ACh EC80 antagonist; inhibition, % at 3 µM; 1.3% of 360,000 active;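 active means percent inhibition above its own plate's cutoff, namely the mean of that plate's compound wells plus 3 SD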;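 further: peak over basal fluorescence ratio during 140 s after agonist addition; 0% = ACh EC80 plus DMSO and 100% = DMSO alone without agonist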
M1 ag parental – nonselective activator or artifact in parental CHO-K1 cells | activation, % at 3 µM | 0.48% of 360,000 active | Fluo-8 calcium fluorescence; scaled to maximal ATP response, vehicle zero | AID 602248; in the data active means activation above about 15%;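 further: untransfected CHO-K1 host cells lacking M1 receptor as counterscreen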
The depositor's hits bear a star; . = no result given; & = joins results of further samples.

canonical_smiles	CHRM1 PAM	M1 antag	M1 ag parental	OXTR potentiator	M1 ag	M4 ag	CHO-K1 Ca antag	CHRM4 antagonist	CHO parental Ca
O=C1C2C(c3ccccc3)CC=CC2[C@H](c2ccc3ccccc3c2)N1Cc1ccccc1 (stereo partly specified)	8	-19	-0.5	-4	-1	0	-8	-8	-9
Cc1ccc(-c2csc(NC(=O)Cc3cccs3)n2)cc1C	-10	6	-0.3	-20	-5	-1	15	8	-18
CCN1C(=O)C(CC(=O)NCCc2ccccc2)N(NC(=O)c2cccnc2)C1=S (stereo unspecified)	0	5	1.0	-17	-5	3	-10	-6	-24
O=C1N[C@H]2CC=C[C@H]2Nc2ccccc21	11	-21	0.8	.	-1	0	-29	-17	-2
CCCCC(=O)c1ccc(O)cc1O	3	-15	1.7	-14	-4	2	-11	7	10
CN(O)/C=N/C(=S)Nc1ccc(Cl)cc1Cl	7	-4	3.0	-15	-3	0	-14	1	9
COc1ccccc1CN=C1NC(=O)C(CC(=O)Nc2ccc(C(C)=O)cc2)S1 (stereo unspecified)	15	-28	-0.1	-3	6	0	-5	5	4
CCc1cc2c(NC(C(=O)O)C(C)C)ncnc2s1 (stereo unspecified)	10	-18	0.1	-7	-1	1	0	1	-16
CCOc1ccc(OCC)c(NC(=O)CSCCc2ccccn2)c1	14	-25	1.5	-10	-1	1	-12	-2	-4
O=C(CNC(=O)c1ccccc1F)NCC(c1cccs1)N1CCOCC1 (stereo unspecified)	4	1	0.1	1	-1	1	-10	-1	-6
Nn1c(SCC(=O)Nc2cccc(S(N)(=O)=O)c2)nnc1C1CC1	7	-2	0.3	-7	-8	1	-10	2	3
CCOC(=O)c1c(NC(=O)CSc2nnc(C)s2)sc2c1CCC(CC)C2 (stereo unspecified)	15	-21	1.5	-3	2	0	-9	-3	-25
CCc1nnc(NC(=O)Cn2c(=O)oc3ccccc32)s1	7	-8	0.8	-11	-3	0	-5	7	-5
CCOCC(O)CS(=O)(=O)c1ccccn1 (stereo unspecified)	8	-7	0.7	-3	-1	0	-15	-4	-5
COCCNC(=O)CSc1nc2cc(OC)c(OC)cc2c(=O)n1Cc1ccc(OC)cc1	4	-1	0.1	-1	-5	0	-6	6	-14
CC1CCN(CC(O)COC2CC(C)CC(C)(C)C2)CC1 (stereo unspecified)	-10	11	2.5	-1	-6	2	-5	7	-5
COc1cc(Cn2c3ccc(NC(=O)NCCc4ccccc4)cc3c(=O)n2C)ccc1F	0	-10	5.4	.	1	9	-11	-10	.
COc1ccc(Br)c(Cn2c(C)c(C(=O)NCc3ccccc3C(F)(F)F)sc2=O)c1	-2	-2	-0.3	.	-2	-1	4	5	.
CCN(c1ccccc1)S(=O)(=O)c1ccc(C(=O)Nc2nnc(C3CC3)o2)cc1	11	-10	-0.1	-3	-4	0	-1	-1	-5
Cc1cc(C)cc(-n2nnn(C3C/C(=N/NC(N)=S)C4OCC3O4)c2=S)c1 (stereo unspecified)	-1	9	0.4	-5	-3	0	-7	1	-15
O=C(O)CCC(=O)NCCn1c(-c2ccccc2)csc1=Nc1ccccc1	3&8	-10&-16	0.8&0.4	-12	-1&-1	0&2	-9&-18	-2&-2	-5
CCOc1ccc(Br)cc1CNc1ccc2c(c1)OCCO2	4	-3	-0.4	-7	-5	-2	-3	-7	-13
O=C(Nc1nccs1)C1=COCCO1	10	-14	1.3	-6	-1	0	4	-8	-10
CC(=O)c1ccc(N2CCN(Cc3cc(=O)n4c(-c5ccccc5)csc4n3)CC2)cc1	-8	-17	7.5	.	-2	6	-20	-5	.
CN1CCN(c2cc(N3CCN(C(=O)c4ccco4)CC3)c3c4c(onc24)-c2ccccc2C3=O)CC1	9	-16	1.5	-3	-5	4	-12	-2	-11

canonical_smiles	CHRM1 PAM	M1 antag	M1 ag parental	OXTR potentiator	M1 ag	M4 ag	CHO-K1 Ca antag	CHRM4 antagonist	CHO parental Ca
COc1cccc(-c2cnc(C(O)c3cc(F)cc(Cl)c3)[nH]2)c1 (stereo unspecified)	-1	-2	6.4	.	6	9	-13	-2	.
COc1ccc(-c2nc(SCC(=O)N(CC(C)C)c3c(N)n(Cc4ccccc4)c(=O)[nH]c3=O)n[nH]2)cc1	6	3	0.5	3	-3	0	4	0	-4
Cc1cc(NC(=O)CSc2nc3sc4c(c3c(=O)n2C)CCCC4)no1	14	-8	0.0	3	0	0	-3	2	-13
O=C(NCCC1=CCCCC1)c1ccc(Cl)c(S(=O)(=O)N2CCCCC2)c1	-4	14	5.4	-11	0	15	7	15	7
CC1=C(C)/C(=N\OS(=O)(=O)c2ccccc2)C=CC1=O	-9	21*	9.3	-21	8	16	37*	67*	65*
CCOC(=O)C1CCN(c2nc3ccccc3n2CC(=O)c2ccccc2)CC1	-6	21	2.0	-21	-3	3	-19	-6	-4
Cc1cc(NCCCO)n2nc(-c3cccs3)cc2n1	10	-6	0.2	1	-10	1	-3	0	-4
Cn1nnnc1SCC(=O)N(C1CCCCC1)C1CCCCC1	1	-17	0.5	-2	-6	0	-21	-18	-13
CCC(C)(C)NC(=O)CN(C(=O)CCC(=O)Nc1cc(C)ccn1)c1ccc2c(c1)OCCO2	-5	7	0.2	-2	-6	2	-3	-2	-8
Cc1ccc(NC(=O)C2CCN(C(=O)c3ccc(Cl)cc3)CC2)nc1	6	-3	1.3	-8	-1	1	3	2	2
CCCOc1ccc(C(=O)Nc2ccc(C)cc2[N+](=O)[O-])cc1	14	-14	0.1	-1	-1	0	-13	-15	-5
O=C(O)/C(=C\c1cn(-c2ccccc2)nc1-c1cccnc1)NC(=O)c1ccccc1	17	-4	0.4	2	0	0	-11	-4	-13
CCC(CC)C(=O)Nc1nnc(S(=O)(=O)Nc2ccc(OC)cc2)s1	8	2	0.3	-9	3	1	4	-4	-9
COc1ccc(C2CC(c3cccs3)=NN2C(=O)CSc2nnc(N)s2)cc1OC (stereo unspecified)	-11	49*	0.1	-5	-5	1	1	-17	-4
Cc1ccc(C)n1-c1ccccc1N1CCCCC1	5	-5	1.2	4	-6	1	-13	-3	-10
COc1cc(C)c(C(N)=O)c(OC)n1	4	4	0.4	-3	-3	0	-1	5	-6
COc1ccccc1/C=C/C(=O)OCC(=O)NCc1ccc2c(c1)OCO2	7	-4	-0.1	-1	-5	1	-7	-3	-15
Cc1ccccc1C(=O)Nc1c(C(=O)N2CCN(C)CC2)cnn1-c1ccccc1	7	1	0.5	-11	-1	1	-5	0	1
CCCCOC(=O)c1ccc(NC(=O)C(=O)NCc2ccccn2)cc1	12	-10	9.3	-8	2	2	0	4	-18
COc1ccc(NC(=S)NCC2CCN(c3ccc(OC)cc3)C2)cc1 (stereo unspecified)	-3	6	3.6	-3	-14	4	5	10	-8
Cc1cc(N2CCN(C)CC2)nc2ccc(NC(=S)NCCN3CCc4ccccc4C3)cc12	-5	8	8.6	1	-7	2	-4	10	-11
O=C(NCc1ccccc1)C1CC(=O)N(c2ccc(OCC(=O)N3CCCC3)cc2)C1 (stereo unspecified)	6	-9	0.0	0	-3	1	-5	4	1
CN1/C(=C/C=C(C#N)C#N)C=Cc2ccccc21	12	-21	1.1	6	-2	1	-10	-3	-1
CCC(=O)Nc1sc(Cc2ccc3c(c2)OCO3)c(C)c1C(N)=O	7	-22	3.8	-3	8	5	-15	-2	-20
Cc1cccc(C(=O)OCC(=O)c2ccc3c(c2)OCO3)c1O	-1	4	1.0	0	-3	1	-4	5	0

Next part (two carried over from the part before).
canonical_smiles	CHRM1 PAM	M1 antag	M1 ag parental	OXTR potentiator	M1 ag	M4 ag	CHO-K1 Ca antag	CHRM4 antagonist	CHO parental Ca
CCC(=O)Nc1sc(Cc2ccc3c(c2)OCO3)c(C)c1C(N)=O	7	-22	3.8	-3	8	5	-15	-2	-20
Cc1cccc(C(=O)OCC(=O)c2ccc3c(c2)OCO3)c1O	-1	4	1.0	0	-3	1	-4	5	0
CCCCNC(=O)CSc1nc(N)c(C(=O)Nc2ccc(OC)cc2)s1	2	1	0.8	-12	-4	2	-3	2	-4
CN1CCN(C(CNC(=O)c2ccc(Br)o2)c2ccc(F)cc2)CC1 (stereo unspecified)	2	-3	-0.2	-6	-6	1	0	-4	-8
O=C(NC(=S)NN1CCCCC1c1cccnc1)c1ccc(Br)cc1 (stereo unspecified)	11	-11	0.8	1	-5	0	-8	-11	-22
CN(C)C(=O)c1nc2ccc(Cl)cn2c1CN1CCCC(OCc2cccnc2)C1 (stereo unspecified)	4	-2	5.5	0	-6	1	-1	-6	-9
Cc1ccc(S(=O)(=O)N2CCN(CC(=O)N/N=C/C=C/c3ccccc3)CC2)cc1	-3	2	1.8	-8	-1	3	-7	-3	2
CCOc1ccc(C(=O)NC(C)CCc2ccccc2)cc1 (stereo unspecified)	5	-17	0.1	0	-10	-1	-2	-4	-11
O=C(COC(=O)C1(c2ccc(F)cc2)CCCC1)N1CCNC1=O	-7	5	1.1	-2	-8	2	-20	-1	-11
C=C(C)c1cccc(C(C)(C)NC(=O)NCCCN2CCCC2=O)c1	-3	12	-0.4	6	-5	0	-12	5	-14
CCCn1nnnc1NCc1ccc(C(C)C)cc1	9	-18	-0.2	-4	-4	-1	-8	-2	3
CCOC(=O)c1ccc(NC(=O)CN(Cc2ccc(Cl)cc2)S(C)(=O)=O)cc1	-3	4	3.5	-5	-3	7	10	1	-7
CCOC(=O)c1c(NC(=O)CSc2nc3nc(C)cc(C)n3n2)sc(CC)c1C	-1	7	0.4	2	-5	1	2	-3	-13
COc1ccc(NC(=O)CCS(=O)(=O)c2cc3c(cc2C)NC(=O)CO3)cc1	1	-7	-0.5	2	-6	1	0	-28	-9
CCC(C)NC(=O)C1CCN(c2nc(OC)nc(OC)n2)CC1 (stereo unspecified)	6	-1	-0.2	-4	0	1	5	-2	-8
COc1ccc(C)cc1S(=O)(=O)N1CC(C)OC(C)C1 (stereo unspecified)	9	-11	-0.2	7	-4	0	-3	-10	-12
COc1ccccc1OCc1nc(-c2ccc([N+](=O)[O-])cc2)no1	-3	-2	5.4	-1	-10	7	-1	-7	-5
C=CCNC(=O)c1onc(CSc2ccccc2CC)c1C(=O)O	8	-6	0.0	2	-3	0	-20	13	-7
CC1(C)Oc2ccc(C(=O)NC3CC3)cc2N(CC(=O)N2CCOCC2)C1=O	8	-9	0.1	2	-4	0	-5	-4	-9
Oc1ccc2ccccc2c1N=Nc1ccccn1	-5	-12	-0.1	-5	-3	1	-2	13	12
CC(C)(C)c1csc(NC(=O)c2cccnc2)n1	6	-7	0.7	.	-2	1	-3	4	.
O=C1c2ccccc2NC(c2ccco2)N1O (stereo unspecified)	7	-4	0.8	-16	-4	0	-12	9	-2
CC(C)(C)c1cc(CNC(=O)C2CCC(=O)N(Cc3ccccc3F)C2)[nH]n1 (stereo unspecified)	6	-15	0.0	.	0	1	-10	-13	.
O=C(COC(=O)C1CC1)Nc1ccc(OC(F)F)cc1	12	-20	0.4	1	-1	2	-9	29*	-7
